Diaph inh CS: inhibits diaphorase or chemically oxidizes, flagging diaphorase assay artifacts. diaphorase resazurin-to-resorufin fluorescence, NADH, 16 min; bacterial (C. kluyveri) enzyme, not human. inhibition, % at 20 µM. 190,000 tested, 0.69% active. AID 1217;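 active means primary screen inhibition at 20 µM above a set limit, cut at about 50% in these data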;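 further: plate controls were DMSO with full reaction for no effect and wells lacking NADH for full effect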
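Test system: bacterial diaphorase enzyme (C. kluyveri); Quantity: 0.14 U/mL diaphorase, enzyme working solution; Times: reaction incubation of 16 min at room temperature; Measured by: fluorescence of resorufin formed from resazurin, Ex 544/Em 590 nm; Benchmarks: positive control minus NADH, DMSO neutral control.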
G6PDH CS: counter-screen for G6PDH assay hits: L. mesenteroides G6PDH inhibition | inhibition, % at 5 µM | AID 1020 | 200,000 tested, 0.12% active | Purified L. mesenteroides G6PDH, diaphorase/resazurin coupled fluorescence, 45 min; in the data active means inhibition above about 50%
SRC2 TRFRET art: flags TR-FRET format artefacts in PPARgamma SRC-2 recruitment agonist screen | TR-FRET artefact counter-screen; active compounds read high | TR-FRET ratio at 8 µM | 200,000 tested, 0.4% active | AID 1049; in the data active means TR-FRET ratio above about 2000; further: inactives centre near 1500
S1P3 antag: antagonists of human S1P3 receptor | Q99500 | CHO S1P3 NFAT-BLA reporter, FRET fluorescence, antagonist mode | inhibition, % at 4.98 µM | 170,000 tested, 0.27% active | AID 485;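 active means inhibition above the plate cutoff, the mean inhibition of test wells on that plate plus 3 SD, cut at about 28% in these data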;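 further: cells challenged with S1P at its EC80 of 0.8 µM; blue over green emission ratio from cleaved BLA substrate after 4 h stimulation; 0% = S1P-stimulated wells and 100% = unstimulated DMSO-only wells; some compounds past the cut are filed as inactive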
Target sequence (Q99500 whole entry, looked up): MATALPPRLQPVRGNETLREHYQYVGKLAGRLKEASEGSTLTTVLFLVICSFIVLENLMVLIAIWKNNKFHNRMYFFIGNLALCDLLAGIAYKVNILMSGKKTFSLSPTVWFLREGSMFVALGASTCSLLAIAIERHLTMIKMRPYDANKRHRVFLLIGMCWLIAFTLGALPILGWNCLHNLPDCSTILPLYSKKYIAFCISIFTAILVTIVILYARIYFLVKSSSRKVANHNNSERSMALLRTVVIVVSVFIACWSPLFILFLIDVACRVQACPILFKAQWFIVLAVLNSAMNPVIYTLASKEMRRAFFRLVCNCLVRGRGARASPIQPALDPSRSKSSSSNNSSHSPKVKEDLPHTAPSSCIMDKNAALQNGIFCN
PPARg SRC-1 ag: PPARgamma-driven SRC-1 recruitment agonism | AID 631 | 200,000 tested, 0.41% active | activation, % at 8 µM | PPARgamma-SRC-1 coactivator recruitment biochemical assay; in the data active means activation above about 19%;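 further: 0% = DMSO and 100% = reference agonist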
PPARg SRC3 recr: PPARgamma-driven SRC-3 recruitment agonism; P37231; biochemical PPARgamma/SRC-3 coactivator recruitment assay; activation, % at 8 µM; 200,000 tested, 0.26% active; in the data active means activation above about 23%;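 further: 0% = DMSO and 100% = reference agonist; some compounds past the cut are filed as inactive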
PMI act satM6P: activators of human phosphomannose isomerase at near-saturating mannose 6-phosphate; activation factor at 20 µM; coupled PMI enzyme assay, resazurin fluorescence, 20 min; active compounds read high; 1 = untreated enzyme, 0 = substrate-free blank; 190,000 tested, 0.34% active; P34949;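 active means activation factor of 2 or more at 20 µM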
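Test system: Human PMI in coupled enzyme assay | Input: 15 ng/mL PMI | Medium: HEPES-buffered pH 7.4 with magnesium and detergent | Compound: One concentration, 20 µM, in 1% DMSO | Incubation: Enzyme reaction with compound 20 min at room temperature | Detection: Diaphorase-driven resazurin-to-resorufin fluorescence, excitation 544, emission 590 nm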
ROMK primary: human ROMK K+ channel modulation, primary screen; P48048; Tet-inducible ROMK, thallium flux fluorescence; actives lie on both sides; B-score at 10 µM; 130,000 tested, 2% active; AID 1918;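 active means signal ratio slope over the read window, or its plate-corrected B-score, at least 3 SD from the plate mean, either direction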;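 further: B-score of the F/F0 ratio slope over 7 to 12 s after thallium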
Target sequence (P48048 whole entry, looked up): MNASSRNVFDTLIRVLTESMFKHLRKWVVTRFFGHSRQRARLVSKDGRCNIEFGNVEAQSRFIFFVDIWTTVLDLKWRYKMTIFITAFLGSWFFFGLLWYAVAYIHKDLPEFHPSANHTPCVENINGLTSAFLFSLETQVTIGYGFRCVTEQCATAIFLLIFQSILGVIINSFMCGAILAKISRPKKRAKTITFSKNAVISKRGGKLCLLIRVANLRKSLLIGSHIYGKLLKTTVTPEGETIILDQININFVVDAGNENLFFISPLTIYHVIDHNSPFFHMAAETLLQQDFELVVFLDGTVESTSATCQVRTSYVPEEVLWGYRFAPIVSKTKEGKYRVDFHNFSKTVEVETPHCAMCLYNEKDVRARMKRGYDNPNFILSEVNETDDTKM
PPARg SRC2 recr: agonists of SRC-2 recruitment by human PPARgamma. P37231. PPARgamma LBD-SRC-2 recruitment, biochemical. activation, % at 8 µM. 200,000 tested, 0.34% active; in the data active means activation above about 22%;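 further: 0% = vehicle and 100% = reference agonist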
PMI act: activators of human phosphomannose isomerase | purified human PMI, coupled resazurin fluorescence, 20 min; active compounds read high; 1 = vehicle control, 0 substrate-free wells | activation factor at 20 µM | 190,000 tested, 0.005% active | AID 1214;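 active means activation factor of 2 or more at 20 µM, relative to plate controls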
Diaph act CS: activates diaphorase or chemically reduces, flagging diaphorase assay artifacts | Diaphorase/resazurin coupled assay, resorufin fluorescence, 16 min; active compounds read high; 1 = vehicle wells, 0 = NADH-free wells | activation factor at 20 µM | 190,000 tested, 0.005% active;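 active means diaphorase activity raised at least twofold by the compound at 20 µM; inactive means activation factor below 2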
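test system = bacterial diaphorase enzyme (C. kluyveri) | quantity = enzyme 0.07 U/mL final | reagent = NADH substrate 0.114 mM plus resazurin dye 0.1 mM, final | incubation = 16 min enzyme reaction, ambient temperature | buffer or medium = HEPES pH 7.4 buffer with MgCl2 and Tween 20 | signal = fluorescence of resorufin, 544 nm excitation, 590 nm emission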
An asterisk follows results filed as active; / = not tested or not shown. Rows were taken by chance; any-hit rate near 3.3%.

SMILES	Diaph inh CS	G6PDH CS	SRC2 TRFRET art	S1P3 antag	PPARg SRC-1 ag	PPARg SRC3 recr	PMI act satM6P	ROMK primary	PPARg SRC2 recr	PMI act	Diaph act CS
CCC(C)NC(=O)CSC1=Nc2ccccc2C2=NC(CC(=O)NCc3ccc(F)cc3)C(=O)N12 (centres undefined)	7	-2	1658	-2	6	21	1.1	-0.74	9	1	0.9
C/C(=N\NC(=O)C(c1ccccc1)c1ccccc1)c1ccccn1	3	15	1476	11	11	5	1	-0.036	-3	1.1	1
CN1CCN(C(=S)Nc2cccc(S(=O)(=O)N(C)C)c2)CC1	16	3	1708	-9	16	5	0.9	-0.17	10	1	0.8
COc1cccc(N=Cc2c(O)n(-c3cccc(C)n3)c(=O)c3ccccc23)c1	25	17	1542	/	3	4	1	-0.17	0	0.9	0.8
CCSCc1nnc(SCC(=O)c2ccc(OC)cc2)n1C	14	-2	1361	8	-3	6	1.1	0.15	-1	1	0.9
Cc1cc(C)c(NS(=O)(=O)c2cccc3cccnc23)c(C)c1	10	2	1750	-21	7	1	1	0.48	-1	0.9	0.9
COc1cccc(NC(=O)NC(C)C2CC3CCC2C3)c1 (centres undefined)	11	2	1622	8	2	7	1	-0.49	11	1	0.9
COC(=O)c1ccc(NC(=O)CSCC(=O)OCC(=O)c2ccc(Br)cc2)cc1	24	3	1693	/	-5	0	0.9	-0.43	8	0.9	0.8
O=C(NCCN1C(=O)CSC1=O)C1CC(=O)N(c2ccccc2)C1 (centres undefined)	20	0	1445	-2	2	5	0.9	0.91*	2	0.9	0.8
CC(=O)c1ccc(Nc2cc(C)nc3c(C)cccc23)cc1	/	14	1446	-7	1	5	/	4.2*	1	/	/
Cc1cc(NC(=O)c2c([N+](=O)[O-])c(C)nn2C)no1	16	6	1662	/	-1	15	1	/	10	1.1	0.8
CC(CCN(C)C)OC(=O)c1ccc(C(C)c2ccccc2)o1 (centres undefined)	-6	2	1594	-6	3	-1	1.1	0.25	-4	1.1	1.1
O=C(NC1CCCCCC1)C(=O)NC1CCCC1	13	5	1411	-3	8	-1	0.9	0.63	0	0.9	0.9
COc1ccc(CCNC(=O)c2[nH]c(C)c(C(C)=O)c2C)cc1OC	14	-18	1722	-4	4	0	0.8	-0.23	5	0.9	0.9
CCOCc1c(C(=O)NC2=Nc3ccccc3NC(CC)=C2C(=O)OCC)oc2ccccc12	10	2	1646	-5	2	7	1	-1.5	9	1	0.9
O=C(c1ccco1)N1CCN(c2nnc(-c3ccccc3)c3ccccc23)CC1	10	15	1696	/	-4	12	1.1	-0.033	14	1.1	0.9
CCN(C(=O)Cc1cccs1)c1nnc(-c2cccnc2)s1	-2	-1	1579	-9	1	3	1.4	/	8	1.2	1
COc1ccc(-c2nnc(SCC(=O)Nc3ncc(C(F)(F)F)cc3Cl)n2CC(C)C)cc1	12	7	1584	14	3	-4	1.1	-0.71	9	0.8	0.9
CC(=O)NC1=NN(C(C)=O)C(C)(CCS(=O)(=O)c2ccc(Br)cc2)S1 (centres undefined)	10	10	1581	-24	1	2	1	0.54	-2	0.9	0.9
Cc1cc(C)nc(-n2nc(C)cc2NC(=O)CN2CCCC(C)C2)n1 (centres undefined)	22	8	1531	5	20*	13	1	/	15	1	0.8
COc1cc(C(=O)O)cc(OC)c1OCc1cc(C(=O)O)oc1C	25	40	1434	1	1	-2	0.5	/	-4	1.1	0.7
c1ccc(OCCSc2ncnc3nc[nH]c23)cc1	/	/	1490	14	-1	10	/	-1.4	-4	/	/
CCCOn1c(-n2nc(C)cc2C)nc2ccccc2c1=O	9	12	1541	/	3	6	0.9	0.53	1	0.8	0.9
Cc1onc(-c2ccccc2Cl)c1C(=O)NCc1ccc(S(N)(=O)=O)cc1	16	7	1481	-7	4	-7	1	/	1	1	0.8

Arranged by value in S1P3 antag (smallest number first): three from the list above
| smiles | S1P3 antag |
| --- | --- |
| CC(=O)c1ccc(Nc2cc(C)nc3c(C)cccc23)cc1 | -7 |
| Cc1cc(C)nc(-n2nc(C)cc2NC(=O)CN2CCCC(C)C2)n1 (centres undefined) | 5 |
| C/C(=N\NC(=O)C(c1ccccc1)c1ccccc1)c1ccccn1 | 11 |

(listing goes on)
SMILES	Diaph inh CS	G6PDH CS	SRC2 TRFRET art	S1P3 antag	PPARg SRC-1 ag	PPARg SRC3 recr	PMI act satM6P	ROMK primary	PPARg SRC2 recr	PMI act	Diaph act CS
O=C(COC(=O)c1ccccc1NC(=O)c1ccco1)Nc1ccc2c(c1)OCO2	9	4	1636	5	0	4	0.9	-2	2	1	0.9
CC1Oc2ccccc2N(Cc2cccnc2)C1=O (centres undefined)	11	0	1652	5	-12	-2	1	-0.13	-6	1.1	0.9
Cc1ccc(C(=O)Nc2cccc(C(=O)O)c2)cc1	10	-2	1451	/	5	1	1	0.014	-3	1	0.9
CCCCc1c(C)nc2ccc(C)cc2c1SCCC(=O)O	-2	7	1618	-8	-2	1	1.5	0.23	10	1.5	1
CCOC(=O)c1cccc(NC(=O)c2cncc(Br)c2)c1	7	6	1511	-10	-2	-4	1.1	/	3	1	0.9
COc1cccc(OC)c1OCCCCn1cnc2ccccc2c1=O	3	11	1550	-16	8	4	1	-0.012	3	1	1
O=c1cc(N2CCCCC2)c2ccccc2o1	13	13	1416	-1	-9	-2	0.9	-1.4	-5	0.9	0.9
COc1ccc(-c2nc(-c3cccc(C)c3)no2)cc1OC	12	-2	1331	7	-2	6	1	-0.16	-3	1	0.9
C/C(=N\Nc1cccc(C(=O)O)c1)c1ccc(Cl)s1	10	-1	1793	-3	3	3	2.6*	-1.7	5	1.8	0.9
Cc1nc2c(c3c1[nH]c1ccccc13)C(O)CC(C)(C)C2 (centres undefined)	7	7	1681	-10	0	1	1.1	-0.67	-5	1.1	0.9
CCc1nc(SCC(=O)N2CCN(c3ccccc3)CC2)c2oc3ccccc3c2n1	9	7	1747	/	3	17	1	/	-1	1	0.9
CNc1ccc(Br)cc(C(=O)/C=C/c2cccc(Cl)c2Cl)c1=O	68*	31	1657	-1	-1	3	0.8	-0.35	1	0.8	0.3
c1ccc(-n2ncc3c(NCc4ccc5c(c4)OCO5)ncnc32)cc1	8	1	1555	14	7	-15	1	0.017	13	1	0.9
Cc1ccc(OS(=O)(=O)c2ccccc2)c(/C=N/N=C2\NC(=O)C(C)S2)c1 (centres undefined)	26	1	1392	/	-8	-5	0.9	0.55	-5	0.9	0.7
CSCCC(NS(=O)(=O)c1ccc(Cl)cc1)C(=O)OCC(=O)NC1CC1 (centres undefined)	8	0	1569	/	4	-7	1	/	2	0.6	0.9
Cc1nc2ccccc2n1CC(=O)N/N=C/c1cccs1	6	-7	1619	2	7	4	1	0.012	9	0.9	0.9
CCC(CC)N1CCN(CC2CC=CCC2)CC1 (centres undefined)	23	0	1584	-1	0	0	0.9	-0.13	4	0.9	0.8
COc1ccc(CCCc2nnc(SCC(=O)Nc3nc(C)cs3)n2C)cc1C	10	-3	1535	-17	-2	-4	1	0.4	-13	1	0.9
CCOC(=O)c1ccc(Nc2ncnc3c2cnn3C)cc1	9	3	1752	17	6	17	1	/	6	0.9	0.9
C=CCc1cc(/C=C2/NC(=O)NC2=O)cc(OCC)c1O	15	9	1599	-19	3	0	0.9	-0.69	-1	1	0.9
NC(=O)NCc1cccc(Cl)c1	-1	10	1535	/	5	-3	1.1	/	3	1.1	1
CC(=O)N1CN(C2CCCC2)Cc2c1sc1c2CCCC1	12	-1	1644	10	6	13	0.8	-1.7	-1	0.7	0.9
Cc1ccc(NC2=NC(c3ccco3)n3c(nc(C)cc3=O)N2)c(C)c1 (centres undefined)	12	4	/	-19	/	/	1	/	/	1	0.9
O=C(CSc1nc2sc3c(c2c(=O)n1-c1ccccc1)CCCC3)NCc1ccco1	4	-24	1579	4	-1	10	1	/	18	1	1
Cc1cc(C)n(-c2nc3ccccc3nc2NCCc2ccccc2)n1	9	7	1727	/	5	8	1	/	5	1	0.9
COc1cccc(/C=N/Nc2ncnc3c2ncn3Cc2ccccc2)c1O	12	0	1338	19	0	3	1.2	/	-1	1	0.9
CC1CCN(c2nc3ccc(C(=O)O)cc3s2)CC1	5	11	1445	-26	0	5	1	/	3	1	0.9
CCCOC(=O)C1C2C=CC(C3CC23)C1C(=O)OCC(=O)c1ccccc1 (centres undefined)	14	-23	1590	/	2	1	0.9	0.46	4	0.9	0.9
O=C(CCn1c(=O)oc2ccccc21)N1CCN(c2ccc(F)cc2)CC1	8	-2	1421	-1	-11	1	0.9	/	-7	0.9	0.9
O=C(NCCO)c1ccc(Cl)c(Cl)c1	2	4	1427	-12	-3	-5	0.9	-0.14	6	0.9	1
COc1ccc(C)cc1NC(=O)COC(=O)C1CC1	4	0	1655	/	6	5	1.1	-0.21	5	1	1
Cc1cc(N/N=C/c2ccco2)c2ccccc2n1	-16	17	1549	-4	0	7	1.1	0.011	3	1.1	1.2
Cc1ccc(C(=O)CC(=O)COc2ccc(Cl)cc2C)cc1	-1	-8	1611	0	0	-1	1.2	/	-1	1.1	1
COc1ccc(C2CC(c3ccc(Cl)cc3)Nc3nc(NC(=O)c4ccco4)nn32)cc1 (centres undefined)	-4	4	1541	-14	4	-17	1	/	6	1	1
O=C(CCC1CCCN(C(=O)c2ccco2)C1)NCc1ccccc1F (centres undefined)	2	5	1581	-11	5	0	1.1	0.22	-1	1	1
Cc1ccc(OCCN2C(=O)S/C(=C\c3ccc(C)o3)C2=O)cc1	18	-13	1486	5	-2	1	0.9	-0.36	-1	1	0.8
Cc1ccc(C2=NNC(C(O)C(O)C(O)CO)S2)cc1 (centres undefined)	5	5	1552	/	-4	-7	1.8	1.2	4	1.4	1
COc1ccc(-c2nc(NC(=O)C3=NN(c4cccc(C)c4)C(=O)CC3)sc2C)cc1	10	6	1649	4	7	0	0.9	0.012	2	1	0.9
O=C(CN1CCN(c2ccccn2)CC1)N(c1ccccc1)c1ccc2ccccc2c1	6	10	1671	/	7	5	1	/	14	1.1	0.9
O=C(NNC(=O)c1ccccc1)C(=O)N1CCCCC1	17	-6	1309	/	-2	-13	1	1.1	0	0.9	0.8

Compound activity: PubChem, several laboratories
